NRP1-CendR mod: alters CendR peptide binding to human NRP-1; O14786; FAM-RPARPAR peptide binding to NRP-1, fluorescence polarization; inhibition, % at 25 µM; 0.85% of 360,000 active;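 active = inhibition or corrected inhibition above about 18%, plus a signal ratio from 0.5 to 1.5, limit read from the data, passing the limit was not always enough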; note: strong numbers were not always called active
Scp1 inh: Scp-1 (human) phosphatase inhibition. Q9GZU7. Recombinant Scp1, phosphopeptide, malachite green phosphate absorbance. inhibition, % at 20 µM. 0.88% of 340,000 active;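 active = inhibition above about 50% at 20 µM, limit read from the data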;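 note: plate controls were DMSO wells with enzyme for no effect and wells lacking enzyme for full effect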
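Test system: SCP-1 catalytic domain; Buffer or medium: Acidic Tris acetate buffer with magnesium and detergent; Also added: Phosphorylated 17-residue peptide substrate; Compound: single 20 µM dose, 1% DMSO; Schedule: enzyme reaction 45 min at room temperature, colour 5 min, stabilisation 30 min; Signal: Phosphate-binding colour reagent, absorbance read at 630 nm.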
SUMO1 PPI mod: SUMO1-SIM interaction modulation. inhibition, % at 20 µM. P63165. 0.33% of 360,000 active. AID 602429. SUMO1 binding to a labelled peptide, TR-FRET, 1 h; in the data active = inhibition above about 37%
Target sequence (P63165 whole entry, looked up): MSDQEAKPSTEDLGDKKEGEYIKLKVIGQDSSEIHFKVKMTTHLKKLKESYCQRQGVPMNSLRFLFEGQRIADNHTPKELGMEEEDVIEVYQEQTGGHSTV
SKN-1 inh: C. elegans SKN-1 inhibition; C. elegans VP596 Pgst-4::GFP/RFP ratio, acrylamide-induced, 24 h; inhibition, % at 21.8 µM; 0.49% of 360,000 active; AID 624304;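 active = interference check ratio from 0.5 to 1.5 plus GFP to RFP signal ratio inhibition reaching or exceeding a fixed threshold, cut at about 30% in these data, passing the limit was not always enough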; note: some compounds called inactive have numbers as strong as hits
STEP block: STEP (human) phosphatase inhibition; P54829; recombinant STEP, OMFP fluorogenic substrate, fluorescence; inhibition, % at 20 µM; 0.25% of 360,000 active;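 active = inhibition at 20 µM, scaled per plate between control wells, above about 37%, limit read from the data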;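 note: 0% = DMSO with enzyme and substrate and 100% = substrate only without enzyme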
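System: STEP phosphatase, cell-free reaction; Buffer or medium: Bis-Tris pH 6.0 buffer with DTT, detergent; Incubation: 20 min at room temperature, dark; Measured by: fluorescence, 480/540 nm.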
Neddyl block: blocks human cullin neddylation; AID 651699; TR-FRET cullin neddylation, biochemical; calls only at 25 µM; 0.58% of 360,000 active; in the data active = inhibition above about 36%
Target sequence (P61081 whole entry, looked up): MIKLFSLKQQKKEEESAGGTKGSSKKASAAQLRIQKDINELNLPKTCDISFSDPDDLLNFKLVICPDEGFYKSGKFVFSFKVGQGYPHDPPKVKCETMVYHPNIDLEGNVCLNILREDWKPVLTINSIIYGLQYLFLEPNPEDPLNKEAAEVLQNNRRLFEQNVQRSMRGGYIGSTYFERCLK
Target sequence (Q13564 whole entry, looked up): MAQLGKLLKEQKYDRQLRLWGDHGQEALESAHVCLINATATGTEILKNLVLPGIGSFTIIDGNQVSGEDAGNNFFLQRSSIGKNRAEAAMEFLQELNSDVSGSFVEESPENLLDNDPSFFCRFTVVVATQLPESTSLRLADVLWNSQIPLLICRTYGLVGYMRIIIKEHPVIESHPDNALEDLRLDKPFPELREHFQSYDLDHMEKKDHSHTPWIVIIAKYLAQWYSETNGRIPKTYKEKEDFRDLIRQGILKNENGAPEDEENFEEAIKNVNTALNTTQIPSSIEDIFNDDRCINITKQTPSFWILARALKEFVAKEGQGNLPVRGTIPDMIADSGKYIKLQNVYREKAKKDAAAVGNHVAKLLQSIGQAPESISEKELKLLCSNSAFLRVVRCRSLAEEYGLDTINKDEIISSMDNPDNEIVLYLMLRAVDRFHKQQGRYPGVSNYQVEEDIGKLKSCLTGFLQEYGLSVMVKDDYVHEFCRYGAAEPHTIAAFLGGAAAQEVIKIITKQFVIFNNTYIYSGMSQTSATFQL
Tb MetRS inh: Trypanosoma brucei MetRS inhibition; inhibition, % at 11.9 µM; 0.4% of 360,000 active; AID 624268; purified T. brucei MetRS, ATP depletion, Kinase-Glo luminescence;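 active = inhibition above a per-plate cutoff of the control wells' mean inhibition plus 3 SD, cut at about 5.5% in these data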;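 note: 0% = DMSO wells median and 100% = median of wells with control inhibitor compound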
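Test system – parasite MetRS enzyme · Reagent – substrates ATP, L-methionine and bulk Escherichia coli tRNA · Doses – 11.9 µM compound single dose, 0.9% DMSO · Times – 15 min enzyme-compound preincubation, 2 h reaction, 10 min detection, 25 °C · Signal – Kinase-Glo luminescence, ATP depletion format · Controls – DMSO-only wells as low control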
DNMT1 inh: blocks human DNA methyltransferase DNMT1; DNMT1 molecular beacon, Hinp1I cleavage, fluorescence; inhibition (reported as % activation of signal), % at 10 µM; 0.83% of 360,000 active; in the data active = inhibition above about 50%
LMPTP block: LMPTP (human) inhibition. P24666. recombinant LMPTP-A, OMFP fluorogenic substrate, fluorescence intensity. inhibition, % at 20 µM. 0.22% of 360,000 active;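 active = compounds that cut the enzyme signal by at least half of the control window in the single-dose screen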;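 note: plate controls were DMSO wells with enzyme plus substrate for no effect and substrate without enzyme for full effect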
Target sequence (P24666 whole entry, looked up): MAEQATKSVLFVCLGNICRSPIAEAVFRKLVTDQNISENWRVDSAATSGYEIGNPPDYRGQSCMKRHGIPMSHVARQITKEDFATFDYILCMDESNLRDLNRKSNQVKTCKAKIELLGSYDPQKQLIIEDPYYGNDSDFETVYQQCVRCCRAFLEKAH
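Test system: LMPTP-A phosphatase enzyme. Amount: LMPTP-A at 0.625 nM final in the reaction. Reagent: OMFP substrate, 400 µM final. Times: 50 min at room temperature. Signal: endpoint fluorescence intensity from OMFP dephosphorylation. Read-out basis: % inhibition. Benchmarks: no-enzyme and uninhibited controls.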
NadD inh: NadD (S. aureus) enzyme inhibition. purified NadD enzyme, colorimetric absorbance read-out. inhibition, % at 20 µM. 0.78% of 360,000 active. AID 602399; in the data active = inhibition above about 26%; note: some compounds past the cut are filed as inactive
* marks the source's active call; other numbers are inactive results; i = inactive; · = not tested or not shown. This is a subset; count on the stated rates, not on these rows.

The opening 3 records as a preview:
Fields: NRP1-CendR mod	Scp1 inh	SUMO1 PPI mod	SKN-1 inh	STEP block	Neddyl block	Tb MetRS inh	DNMT1 inh	LMPTP block	NadD inh
[1] CC(=NCCN1CCCCC1)c1c(O)n(-c2ccc(Cl)cc2)c(=O)[nH]c1=O
    -10	-6	0	4	-2	i	-0.2	-3	-6.1	-1
[2] O=C(C(=O)N1CCOCC1)c1cn(Cc2c(F)cccc2Cl)c2ccccc12
    4	-1	2	-2	-2	i	-0.3	-2	-1.4	-3
[3] CC1=C(C(=O)O)N2C(=O)C(NC(=O)Cc3ccccc3)C2SC1 (configuration not stated)
    -4	3	-4	7	0	i	-0.4	2	-1.1	0

The listing, repeating the preview:
Fields: NRP1-CendR mod	Scp1 inh	SUMO1 PPI mod	SKN-1 inh	STEP block	Neddyl block	Tb MetRS inh	DNMT1 inh	LMPTP block	NadD inh
[1] CC(=NCCN1CCCCC1)c1c(O)n(-c2ccc(Cl)cc2)c(=O)[nH]c1=O
    -10	-6	0	4	-2	i	-0.2	-3	-6.1	-1
[2] O=C(C(=O)N1CCOCC1)c1cn(Cc2c(F)cccc2Cl)c2ccccc12
    4	-1	2	-2	-2	i	-0.3	-2	-1.4	-3
[3] CC1=C(C(=O)O)N2C(=O)C(NC(=O)Cc3ccccc3)C2SC1 (configuration not stated)
    -4	3	-4	7	0	i	-0.4	2	-1.1	0
[4] CCOC(=O)C1=C(C)c2ccccc2OC1(C(=O)OCC)c1ccccc1 (configuration not stated)
    -13	103*	6	2	-4	i	-2.5	7	-1.4	5
[5] CCN(CC)CCN=C(C)c1c(O)n(-c2ccccc2OC)c(=O)[nH]c1=O
    0	-13	-2	-4	-3	i	-0.6	1	-7.4	-7
[6] COCCCn1c(N)c(C(=O)Nc2ccccc2)c2nc3ccccc3nc21
    -2	-10	-4	-3	-2	·	1.5	-30	3.6	-9
[7] Cc1cc(C(=O)N2CCC3(CC2)OCCO3)cs1
    -9	-4	3	2	0	i	-0.2	0	-0.8	2
[8] CCN1CCC2(CC1)NC(=O)c1ccccc1O2
    5	1	-1	-10	0	i	-0.4	6	-0.6	3
[9] ON1C2CCCCC2N(O)C1c1ccccc1F (configuration not stated)
    2	-2	-3	1	0	i	-1.1	-1	-1.0	7
[10] CN1CCN(c2nc(N(C)C)oc(=O)c2C#N)CC1
    -8	-12	0	-12	1	i	-0.5	-2	-2.8	-5
[11] Cc1cc(OCC(=O)NCc2ccncc2)c2c3c(c(=O)oc2c1)CCC3
    7	-5	-15	-10	0	·	-0.3	9	-0.6	-1
[12] Cc1ccccc1-c1nc(CS(=O)CC(=O)N2CCC3(CC2)OCCO3)c(C)o1 (configuration not stated)
    -3	-7	-1	-4	0	i	-0.2	-2	0.6	9
[13] c1ccc2c(CN3CCCCC3)c[nH]c2c1
    -2	-11	2	-14	6	i	-0.2	-1	-0.5	0
[14] COC1=CCC2([N+](=O)[O-])CN(C)CC1([N+](=O)[O-])C2 (configuration not stated)
    -4	-4	4	8	2	i	-0.5	2	-0.5	0
[15] Cc1cccc(C)c1-n1nnnc1C(c1ccccc1OC(F)(F)F)N1CCC(n2c(=O)[nH]c3ccccc32)CC1 (configuration not stated)
    -8	·	-9	15	2	i	-0.2	-25	4.7	18

Record cards (already shown). Screens in order: NRP1-CendR mod | Scp1 inh | SUMO1 PPI mod | SKN-1 inh | STEP block | Neddyl block | Tb MetRS inh | DNMT1 inh | LMPTP block | NadD inh
O=C(C(=O)N1CCOCC1)c1cn(Cc2c(F)cccc2Cl)c2ccccc12 is listed as 4 | -1 | 2 | -2 | -2 | i | -0.3 | -2 | -1.4 | -3
CCN(CC)CCN=C(C)c1c(O)n(-c2ccccc2OC)c(=O)[nH]c1=O is listed as 0 | -13 | -2 | -4 | -3 | i | -0.6 | 1 | -7.4 | -7
Cc1cc(OCC(=O)NCc2ccncc2)c2c3c(c(=O)oc2c1)CCC3 is listed as 7 | -5 | -15 | -10 | 0 | · | -0.3 | 9 | -0.6 | -1
CN1CCN(c2nc(N(C)C)oc(=O)c2C#N)CC1 is listed as -8 | -12 | 0 | -12 | 1 | i | -0.5 | -2 | -2.8 | -5

Following part:
Fields: NRP1-CendR mod	Scp1 inh	SUMO1 PPI mod	SKN-1 inh	STEP block	Neddyl block	Tb MetRS inh	DNMT1 inh	LMPTP block	NadD inh
[16] CCN1CCN(Cc2nc3ccc([N+](=O)[O-])cc3c(=O)n2-c2ccccc2F)CC1
    -4	-23	-33	-1	-1	i	0.5	-4	-4.2	-4
[17] COc1ccc(N=C(C)c2c(O)n(C)c(=O)n(C)c2=O)c(OC)c1
    -3	-10	-5	-14	-2	i	-0.1	0	-2.2	-2
[18] Cc1nn(C2CCOC(C)(C)C2)c2c1C(c1ccc(OC(C)C)cc1)SCC(=O)N2 (configuration not stated)
    -17	0	6	9	0	i	0.2	-1	-1.0	1
[19] O=C(NC(=O)c1c(F)cccc1F)Nc1cc(Cl)c(F)c(Cl)c1F
    6	-1	2	-5	4	i	-0.8	3	-2.0	-1
[20] Cc1ncc2n1-c1ccc(Cl)cc1C(c1ccccc1F)=NC2
    -1	-13	5	4	0	i	-0.5	0	0.3	2
[21] NC(=O)CN1CC(c2ccccc2)CC1=O (configuration not stated)
    -5	-15	-1	11	-2	i	-0.6	-3	-2.7	1
[22] COC(=O)C1=C(c2ccc(F)cc2OCc2ccccc2)C[C@@H]2CC[C@H]1N2C(=O)NCc1ccc2[nH]ccc2c1
    2	-5	4	-7	4	i	0.0	-12	4.5	5
[23] Cc1cccc(CCNCc2cc3cccc(C)c3[nH]c2=O)c1
    -6	-2	-3	27	-1	i	-0.4	3	1.0	4
[24] C[C@]12CC[C@H](O)C[C@H]1CC[C@@H]1[C@@H]2CC[C@]2(C)[C@@H](C3=CC(=O)OC3)CC[C@]12O
    -4	-6	4	1	-2	i	-0.2	2	-1.8	8
[25] CCNC(=O)N1Cc2ccccc2-n2nncc2C1
    3	·	3	-3	-1	i	-0.3	2	-2.2	-4
[26] C=CC[C@@H](C)CC(=O)C(CCCN=[N+]=[N-])SOOc1ccccc1 (some centres not stated)
    0	-6	10	16	1	i	-0.1	3	0.7	-2
[27] Nc1c(C(=O)OCC2CCCO2)c2nc3ccccc3nc2n1Cc1cccs1 (configuration not stated)
    0	6	34	12	-1	·	0.7	73*	5.8	0
[28] CCC(=NCc1cccnc1)c1c(O)n(-c2ccccc2)c(=O)[nH]c1=O
    2	1	-3	-5	-2	i	-1.0	3	0.3	-6
[29] Fc1ccccc1CCNCc1cccc2ccccc12
    -3	2	-8	11	-6	i	-0.3	2	-2.1	-7
[30] CCN1CCN(Cc2cc(Br)ccc2O)CC1
    4	-11	7	-6	3	i	-0.2	0	-3.2	-3
[31] CC(=NCc1ccco1)c1c(O)n(-c2ccccc2)c(=O)[nH]c1=O
    -4	-9	-2	-3	2	i	0.5	1	2.7	-1
[32] N=C1c2ccccc2CN1NC(=O)c1ccc(Br)cc1
    -2	1	-2	10	-2	i	0.3	5	-1.3	-6
[33] CC/C(=N\NC(N)=O)c1c(O)[nH]c(=O)[nH]c1=O
    2	-11	-3	-18	-3	i	-0.8	-1	-1.9	-5
[34] CC(=O)C1C2c3ccccc3OC1(C)N=c1s/c(=C/c3cnn(C)c3)c(=O)n12 (configuration not stated)
    1	3	-16	-4	2	i	0.3	0	0.5	0
[35] O=P1(c2ccccc2)Nc2ccccc2N1c1ccccc1 (configuration not stated)
    -4	-2	-19	12	0	i	-0.2	-7	2.3	7
[36] COc1ccc(C(=O)CN2CCCCC2)cc1
    -1	3	-2	-3	1	i	-0.5	-5	-0.9	1
[37] NCCc1ccccc1
    2	1	2	9	0	i	1.0	0	-2.1	2
[38] COc1ccc(CNCCc2c(C)[nH]c3ccc(OC(F)(F)F)cc23)c(OC)c1
    2	9	-5	10	1	i	-0.7	-4	-1.4	-10
[39] O=c1[nH]cc(COCC(F)(F)C(F)(F)C(F)(F)F)c(=O)[nH]1
    14	-7	-1	5	0	i	0.3	2	-0.2	0
[40] CCN(CC)CCNCc1nc2ccccc2c(=O)n1-c1ccc(F)cc1
    -8	-4	19	-1	2	i	-1.2	3	-8.2	-4
[41] C=CCn1c(O)c(C=Nc2ccc(F)cc2)c(=O)[nH]c1=O
    6	0	-3	9	-6	i	-1.2	-3	-2.0	-7
[42] CCc1nc(N2CCNCC2)c(C#N)c2c1CSC(C)(C)C2
    -5	-2	-2	-27	-2	i	-0.9	-3	-0.3	9
[43] C[N+]1(C)[C@@H]2CC[C@H]1CC(OC(=O)[C@@H](CO)c1ccccc1)C2 (some centres not stated)
    7	25	-2	-6	-2	i	-1.4	10	-1.9	13
[44] O=[N+]([O-])c1cc2c(cc1CNCCc1ccc3c(c1)OCO3)OCO2
    37*	6	-12	1	-2	i	-1.3	0	-1.3	5
[45] O=C1NC(=O)N(Cc2ccc(F)cc2)C(=O)/C1=C\c1ccc(N2CCCC2)cc1
    -115	-5	10	39*	-1	i	0.2	41	11	33*

Later entries
| # | Molecule | NRP1-CendR mod | Scp1 inh | SUMO1 PPI mod | SKN-1 inh | STEP block | Neddyl block | Tb MetRS inh | DNMT1 inh | LMPTP block | NadD inh |
| --- | --- | --- | --- | --- | --- | --- | --- | --- | --- | --- | --- |
| 46 | C1=C(CCNCc2ccccc2)CCCC1 | -9 | -8 | -1 | 5 | -3 | i | -0.2 | 2 | -1.3 | -5 |
| 47 | CCN(CC)c1ccc(CNCCc2ccccc2F)cc1 | -1 | 1 | -1 | 6 | -3 | i | -0.5 | -1 | -1.5 | -13 |
| 48 | COC(=O)C1=C(c2cc3ccccc3o2)C[C@@H]2CC[C@H]1N2C(=O)NCCO | -1 | -5 | -13 | -3 | 1 | i | -0.3 | 3 | -2.3 | -9 |
| 49 | C=CCN1C(=O)/C(=C/c2cccs2)C(=O)NC1=S | -14 | 23 | 8 | 15 | -1 | i | 0.5 | 29 | -0.9 | 11 |
| 50 | Cc1ccc(S(=O)(=O)Nc2cc(C(=O)N3CCC4(CC3)OCCO4)ccc2N2CCCCC2)cc1 | 7 | 3 | 2 | 3 | 2 | i | -0.3 | -3 | -1.5 | 4 |
| 51 | Cc1ccc(C)c(OCC(=O)N2CCN(Cc3ccc4c(c3)OCO4)CC2)c1 | 2 | 2 | 6 | -9 | 0 | i | -0.3 | 1 | 0.7 | 0 |
| 52 | CC(=O)NNC(=O)CN1C(=O)CN=C(c2ccccc2)c2cc(Br)ccc21 | 0 | -2 | -1 | 0 | -1 | i | -0.5 | 0 | -2.0 | 7 |
| 53 | CCc1cccc(C)c1NC(=S)N1CC2CC(C1)c1cccc(=O)n1C2 (configuration not stated) | -10 | 3 | 0 | -12 | 0 | i | -1.9 | 2 | 0.9 | 3 |
| 54 | COc1ccc(C[C@@H]2c3cc(O)c(OC)cc3CCN2C)cc1O | -6 | 0 | -2 | -2 | -3 | i | -0.2 | -2 | 1.4 | 2 |
| 55 | COc1ccc(CCn2c(O)c(C=NCc3ccc4c(c3)OCO4)c(=O)[nH]c2=O)cc1OC | -21 | -9 | 0 | -11 | 0 | i | 0.1 | -1 | 0.6 | 6 |
